PREPL inhibitor: human PREPL enzyme inhibition. AID 2751. 320,000 tested, 0.68% active. Q4J6C6. recombinant PREPL, fluorescence polarization activity-based probe. inhibition, % at 5.96 µM; in the data active means inhibition above about 43%;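 further: 0% = enzyme with DMSO and 100% = wells lacking enzyme; many of its hits are not listed in these tables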
Fh CTSL1 inh: counter-screen for PFM18AAP inhibitors: inhibitors of F. hepatica cathepsin L1. AID 1906. recombinant F. hepatica cathepsin L1, Z-Leu-Arg-MCA fluorescence. inhibition, % at 5.96 µM. 300,000 tested, 0.49% active;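 active means inhibition above the mean of all tested compounds plus 3 SD, set per screening campaign, cut at about 17% in these data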;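 further: 0% = plate median of test compound wells and 100% = 1 µM Z-Phe-Ala-diazomethylketone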
Efflux pump mplx: antifungal efflux pump inhibition, Nile Red retention; S. cerevisiae Candida pump triplex; inhibition, % at 10 µM; 330,000 tested, 0.44% active;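 active means plate passing quality check with inhibition over a set limit, or well fluorescence over plate mean plus 4 SD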;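 further: Nile Red retained in pooled yeast measured as flow cytometry median fluorescence; 0% = buffer negative control and 100% = Enniatin B positive control; higher means more Nile Red kept so more efflux inhibition; some compounds called inactive have numbers as strong as hits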
TPT1 inhibitor: C. albicans TPT1 enzyme inhibition | recombinant caTPT1, FP RNA substrate dephosphorylation | inhibition, % at 5 µM | 300,000 tested, 0.81% active;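 active means inhibition above the mean of all tested compounds plus 3 SD, set per screening campaign, cut at about 24% in these data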;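 further: plate controls were DMSO alone for no effect and ferristatin control at 100 nM for full effect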
JMJD2C inh: inhibitors of human GASC-1 (JMJD2C) demethylase | Q9H3R0 | GST-JMJD2C(1-420) H3K9me3 demethylation, DELFIA europium | inhibition, % at 2.35 µM | 330,000 tested, 0.069% active | AID 2099;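 active means more than half of a compound's replicate wells show inhibition beyond 50%, single wells judged on their own value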;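 further: signal counts dimethyl H3K9 product captured on neutravidin plate; 0% = median of DMSO wells and 100% = 0.3 times that DMSO median; strong numbers were not always called active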
PP5 primary: inhibitors of human protein phosphatase 5 (PP5). purified PP5c, OMFP substrate fluorescence. inhibition, % at 6.7 µM. 320,000 tested, 0.18% active. AID 1987;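 active means inhibition above the campaign's mean inhibition across all tested compounds plus 3 SD, cut at about 9.5% in these data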;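 further: 0% = DMSO only and 100% = 100 µM cantharidin control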
Target sequence (P53041 whole entry, looked up): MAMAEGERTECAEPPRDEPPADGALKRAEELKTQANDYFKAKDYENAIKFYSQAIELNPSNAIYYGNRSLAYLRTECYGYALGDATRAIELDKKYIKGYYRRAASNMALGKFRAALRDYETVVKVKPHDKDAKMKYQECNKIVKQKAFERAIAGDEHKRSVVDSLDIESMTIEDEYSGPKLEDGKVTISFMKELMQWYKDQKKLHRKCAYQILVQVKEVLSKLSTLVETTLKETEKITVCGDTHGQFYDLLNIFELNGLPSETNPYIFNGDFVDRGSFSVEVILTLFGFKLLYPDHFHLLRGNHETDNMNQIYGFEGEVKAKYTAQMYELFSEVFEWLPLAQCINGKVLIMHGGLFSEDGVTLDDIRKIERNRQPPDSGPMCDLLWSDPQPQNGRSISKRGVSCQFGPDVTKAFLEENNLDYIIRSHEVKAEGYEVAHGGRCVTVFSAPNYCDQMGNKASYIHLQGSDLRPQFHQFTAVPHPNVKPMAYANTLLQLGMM
LYPLA2 inh: LYPLA2 (human) inhibition in PME1 counter-screen; recombinant LYPLA2, FP-Rh probe fluorescence polarization; inhibition, % at 5.9 µM; O95372; 320,000 tested, 0.38% active;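 active means inhibition above the screen-wide mean plus 3 SD, limit set per campaign, cut at about 26% in these data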;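 further: 0% = LYPLA2 with DMSO and 100% = wells lacking LYPLA2 enzyme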
PP1 counter: PP1-alpha (human) inhibition in PP5 counter-screen. inhibition, % at 6.7 µM. 320,000 tested, 0.9% active. P62136. purified PP1alpha, OMFP fluorescence. AID 2235;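 active means inhibition above the mean inhibition of all tested compounds plus 3 SD, computed separately for each screening campaign, cut at about 15% in these data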
Target sequence (P62136 whole entry, looked up): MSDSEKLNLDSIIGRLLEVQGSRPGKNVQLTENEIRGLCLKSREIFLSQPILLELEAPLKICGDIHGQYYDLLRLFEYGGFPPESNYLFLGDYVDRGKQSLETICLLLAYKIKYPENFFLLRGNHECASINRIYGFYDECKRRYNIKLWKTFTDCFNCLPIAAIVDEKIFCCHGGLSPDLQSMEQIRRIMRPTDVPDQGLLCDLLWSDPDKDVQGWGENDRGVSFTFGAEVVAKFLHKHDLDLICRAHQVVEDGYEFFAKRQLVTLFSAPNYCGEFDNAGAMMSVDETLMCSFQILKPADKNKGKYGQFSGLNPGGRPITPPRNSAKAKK
core dimer inh: blocks dimerization of HCV core protein | 300,000 tested, 0.33% active | inhibition, % at 5 µM | TR-FRET GST/Flag-core106 dimerization, 1536-well;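 active means inhibition above the mean of all tested compounds plus 3 SD, set per screening campaign, cut at about 45% in these data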
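System: GST-tagged and Flag-tagged HCV core protein residues 1-106 / Input: core106 proteins, GST 13.5 nM and Flag 17 nM / Buffer or medium: KF-containing HEPES buffer, pH 7.45, DTT, CHAPS, BSA / Probe or stimulus: Eu-anti-GST and XL665-anti-Flag labelled anti-tag antibodies / Schedule: 4 h, 22.5 °C incubation / Technique: TR-FRET 671 and 617 nm emission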
An asterisk follows results filed as active; x = not tested or not shown. A portion of the library; rates above refer to the full screens.

SMILES	PREPL inhibitor	Fh CTSL1 inh	Efflux pump mplx	TPT1 inhibitor	JMJD2C inh	PP5 primary	LYPLA2 inh	PP1 counter	core dimer inh
C=CCn1c(=O)c2ccc(C(=O)NCc3ccccc3)cc2n(Cc2ccccc2Cl)c1=O	-10	0	0.0	3	-1	-1.1	2	2	20
CN(C)c1ccc(NC(=S)c2ccccn2)cc1	4	-1	0.0	2	42	2.3	-2	2	-17
O=C(Nc1ccccc1Cl)C1CC(=O)N(c2ccccc2)C1 (stereo not given)	2	0	0.0	1	5	0.3	1	-2	1
CN(Cc1cnn(C)c1)C(=O)C1CCC(=O)N(Cc2ccc(Cl)cc2)C1 (stereo not given)	0	-1	0.0	3	4	0.4	-3	-4	9
O=C(CSc1nnc(-c2ccccc2)o1)NC1CCS(=O)(=O)C1 (stereo not given)	2	-1	-0.1	-3	-1	0.9	0	-2	-6
COCCC(=O)N1CCC(Oc2ccc(C(=O)NCCc3ccccn3)cc2)CC1	-2	1	0.4	-2	1	-1.1	2	0	1
O=C(CN1CCCCC1)N/N=C/c1ccc(Cl)cc1	14	5	0.0	0	-16	1.7	-6	-1	-8
CCN(CC)CCCn1c(C)cc2c(c1=O)C(c1cc(OC)c(OC)cc1OC)C(C#N)=C(N)O2 (stereo not given)	-4	-3	0.0	-1	19	-0.3	-2	-1	0
COc1cccc(N2C(N)=NC(N)=NC2(C)C)c1	6	0	0.0	-2	0	-2.0	3	-3	-3
CCOc1ccc(-c2nnc(SCc3nnc(-c4ccccc4)o3)n2-c2ccccc2F)cc1	-2	2	0.0	3	70	4.4	2	2	22
Cc1ccc(C(=O)N2CCN(c3ccccc3)CC2)cc1C	17	5	0.0	-1	12	-0.2	-4	32*	2
COc1ccc(CCCC(=O)Nc2ccccc2F)cc1	4	-3	0.1	-5	-7	0.1	10	-5	0
CCc1cccc(NC(=O)CCS(=O)(=O)c2ccc(Br)cc2)c1	3	2	0.2	2	-5	1.9	4	-3	-92
CCc1nnc(NS(=O)(=O)c2ccc(NC(=O)c3cc(Cl)ccc3Cl)cc2)s1	-2	1	0.1	2	-4	1.8	-2	2	10
CCOC(=O)N1CCN(S(=O)(=O)c2cc(Br)cc3c2N(C(C)=O)C(C)C3)CC1 (stereo not given)	4	0	0.1	1	10	0.2	1	-4	5
CCc1ccccc1NC(=O)C1CCCN1C(=O)NCc1ccccc1 (stereo not given)	11	-6	0.1	1	1	-1.4	4	-4	-4
Cc1ccccc1C(=O)N1CCN(c2ccc(NC(=O)c3ccco3)cc2)CC1	12	-3	0.3	1	x	1.9	10	2	-11
O=c1ccc(-c2ccc(S(=O)(=O)Nc3ccccc3)o2)n[nH]1	0	2	-0.1	2	-1	1.8	-3	-4	0
COc1ccc([N+](=O)[O-])cc1NC1CCN(C(=O)c2cccs2)CC1	3	-1	-0.1	-2	5	-1.0	7	1	-2
Cc1cc(SCC(=O)NC(=O)NCc2ccco2)nc2ccccc12	-18	-1	-0.1	0	-3	3.4	3	6	22
COc1cc(OC)cc(-c2n[nH]c(=S)n2-c2ccc3c(c2)OCO3)c1	11	-1	-0.1	-2	8	-1.9	-2	-2	-8
COc1cccc2cc(CC(=O)c3ccccc3)c(=O)oc12	1	0	0.0	-6	-5	-0.3	1	3	10
Cc1nc([N+](=O)[O-])cn1CC(=O)c1ccc(Cl)cc1	3	5	0.0	-1	5	0.2	-2	-1	-2
O=C(NC1CCCCC1)N1CCC(n2c(=O)[nH]c3ccccc32)CC1	-9	-3	0.0	-3	11	19*	4	11	0
CC(C)NC(=O)NC(=O)CSc1nnc(COc2ccccc2F)n1C(C)C1CC2CCC1C2 (stereo not given)	9	1	0.5	-3	-2	10*	0	21*	14
Cn1nc(-c2ccc(Cl)cc2)cc1NC(=O)CC(C)(C)CC(=O)O	4	7	0.2	2	-2	1.1	-1	-2	1
Cc1nc2ccccc2nc(C)c1=NOCC(=O)N(c1ccccc1)C(C)C	10	1	0.0	0	-4	1.8	-4	-2	1
CCN(CC)S(=O)(=O)c1ccc(N2CCCCC2)c(NC(=O)/C=C/c2ccc(OC)c(OC)c2)c1	0	6	-0.1	-4	-10	-0.1	-8	4	8
CN(CCCNC(=O)CCCOc1cc(=O)n(C)c2ccccc12)Cc1ccccc1	-10	-2	0.0	-4	0	3.5	5	-3	2
CC(=O)c1cccc(NC(=O)CCS(=O)(=O)c2cc3c(cc2C)NC(=O)CO3)c1	18	-18	0.2	-6	-7	0.4	-2	-3	-7
COc1cccc(C(=O)N(Cc2ccccc2)Cc2cc3cc4c(cc3[nH]c2=O)OCCO4)c1	5	0	0.0	0	1	4.8	0	14	10
Cn1cnnc1SC(C(=O)Nc1cccc(C(F)(F)F)c1)c1ccccc1 (stereo not given)	1	-3	-0.2	-1	13	3.0	3	0	0
COc1ccccc1C(=O)NCCC(=O)NC(C)CCc1ccccc1 (stereo not given)	9	2	0.0	-2	2	2.1	-2	-6	-12
CCNC(=O)Nc1cc(OC)c(OC)cc1C(=O)O	-1	0	-0.1	-1	31	3.9	1	1	0
CC(C)(C)CN1CCNC(=O)C1CC(=O)N1CCOc2ccccc2C1 (stereo not given)	8	-1	0.3	-1	-10	0.9	-1	-2	-6
O=S(=O)(Nc1ccc(O)cc1)c1cccc2cccnc12	-10	-14	0.3	0	12	2.2	10	-4	4
CCCC(=O)Nc1cccc(-c2nc3ccccc3o2)c1	-18	4	0.0	-1	-7	0.5	-8	4	1
O=C(CC1SC2=NCCN2C1=O)Nc1ccc(Cl)cc1 (stereo not given)	3	-2	0.2	7	-2	2.3	-1	-1	-5
Nc1nc2cc3ccccc3cc2[nH]c1=O	6	8	-0.1	2	1	-0.2	0	-1	-16
CCN1CCN(C(=O)c2cc(S(=O)(=O)N3CCCCC3)ccc2Cl)CC1	-5	3	0.0	-1	0	2.1	0	0	0
Cc1cc(C)c(CNC(=O)c2cc(C3CC3)nc3c2cnn3C(C)C)c(=O)[nH]1	10	x	0.0	x	x	2.0	9	-2	x
COc1nc(Nc2ccc(OC)c(Cl)c2)nc(OC)n1	6	2	0.0	-1	-8	0.7	-1	0	4
O=C(COc1ccccc1)NCC(=O)N/N=C/c1cccs1	-3	4	0.1	1	-2	4.3	1	0	1
O=C(NC(=S)Nc1ccccc1N1CCCCC1)c1ccco1	18	3	0.0	-4	-1	-2.2	5	-1	-5
COc1ccc(N2C(=O)C3C4C=CC(CC4)C3C2=O)c([N+](=O)[O-])c1 (stereo not given)	6	-1	-0.5	1	-37	4.9	6	-8	-3

Another view of some results above.
compound,PREPL inhibitor,Fh CTSL1 inh,Efflux pump mplx,TPT1 inhibitor,JMJD2C inh,PP5 primary,LYPLA2 inh,PP1 counter,core dimer inh
O=S(=O)(Nc1ccc(O)cc1)c1cccc2cccnc12,-10,-14,0.3,0,12,2.2,10,-4,4
CCCC(=O)Nc1cccc(-c2nc3ccccc3o2)c1,-18,4,0.0,-1,-7,0.5,-8,4,1
O=C(CC1SC2=NCCN2C1=O)Nc1ccc(Cl)cc1 (stereo not given),3,-2,0.2,7,-2,2.3,-1,-1,-5
Nc1nc2cc3ccccc3cc2[nH]c1=O,6,8,-0.1,2,1,-0.2,0,-1,-16
CCN1CCN(C(=O)c2cc(S(=O)(=O)N3CCCCC3)ccc2Cl)CC1,-5,3,0.0,-1,0,2.1,0,0,0
Cc1cc(C)c(CNC(=O)c2cc(C3CC3)nc3c2cnn3C(C)C)c(=O)[nH]1,10,x,0.0,x,x,2.0,9,-2,x
COc1nc(Nc2ccc(OC)c(Cl)c2)nc(OC)n1,6,2,0.0,-1,-8,0.7,-1,0,4
O=C(COc1ccccc1)NCC(=O)N/N=C/c1cccs1,-3,4,0.1,1,-2,4.3,1,0,1
O=C(NC(=S)Nc1ccccc1N1CCCCC1)c1ccco1,18,3,0.0,-4,-1,-2.2,5,-1,-5
COc1ccc(N2C(=O)C3C4C=CC(CC4)C3C2=O)c([N+](=O)[O-])c1 (stereo not given),6,-1,-0.5,1,-37,4.9,6,-8,-3

Continued.
SMILES	PREPL inhibitor	Fh CTSL1 inh	Efflux pump mplx	TPT1 inhibitor	JMJD2C inh	PP5 primary	LYPLA2 inh	PP1 counter	core dimer inh
CCC(c1nnnn1Cc1ccc(F)cc1)N1CCN(C2CCCCC2)CC1 (stereo not given)	-57	-1	0.2	2	-14	0.4	-5	-4	-3
COc1cccc(S(=O)(=O)Nc2cccc(C(=O)N3CCOCC3)c2)c1	-2	-1	0.0	0	-8	-6.2	-6	-2	1
COc1ccc(N2C(=O)CC(n3cnc4ccccc43)C2=O)cc1 (stereo not given)	0	-3	0.0	1	-6	2.7	-4	-2	2
CCOc1cc(C(=O)Nc2cc(C)ccc2OC)ccc1OCC(=O)N1CCCCC1	-3	-5	-0.1	-2	1	0.9	-3	0	-4
O=C(NCCc1ccccc1)c1cccnc1	-7	-2	-0.1	2	-35	-2.8	-3	-6	3
Cn1c(=O)oc2cc(S(=O)(=O)Nc3cccc(F)c3)ccc21	6	7	-0.1	1	-7	0.7	-2	-4	-2
CC(C)(C)C(=O)C[n+]1ccccc1	-1	-3	0.2	0	2	3.3	2	-4	-7
CCN1C(=O)[C@H]2[C@@H](c3ccccc3)N3C(=O)N(c4cccc(F)c4)C(=O)[C@@]3(CC(C)C)[C@H]2C1=O	6	1	0.0	-2	5	-1.4	2	-1	5
COc1cccc(N2C(=O)CC(N3CCN(CCN=CC4=C(O)CC(C)(C)CC4=O)CC3)C2=O)c1 (stereo not given)	-2	-3	0.0	0	1	-1.9	-2	-5	-3
CC(c1ccon1)N(C)Cc1cn(Cc2ccccc2)nc1-c1ccc2c(c1)OCO2 (stereo not given)	-7	-2	0.1	0	1	2.8	-2	5	7
O=C(Cc1c(F)cccc1Cl)Nc1ccccc1C(=O)N1CCOCC1	5	-3	-0.6	0	6	-0.8	-3	-2	-2
CCCCC(=O)Nc1ccc(N2CCN(C(=O)c3ccco3)CC2)cc1	9	0	-4.8	-1	10	-2.2	13	-2	-2
Cc1ccccc1CN1C(=O)C(C)S/C1=N/N=C/c1ccco1 (stereo not given)	-2	-1	-0.1	2	-22	-0.3	-1	-3	0
O=C(Nc1ccc2c(c1)OCO2)c1cc(Cl)ccn1	23	x	-0.3	x	x	-0.8	0	5	x
Cc1ccccc1Cn1cc(S(=O)(=O)c2ccc(C(C)C)cc2)c(=O)c2cc3c(cc21)OCO3	3	6	0.1	0	2	3.1	5	-2	13
Cn1c(NC(=O)c2ccccc2NC(=O)C(C)(C)C)nc2ccccc21	2	1	0.4	3	7	5.6	-3	2	-8

High-throughput results deposited in PubChem by several laboratories.
